Source: PubChem BioAssay
PAD4 FP inh – PAD4 (human) enzyme inhibition. inhibition, % at 6.36 µM. recombinant PAD4, RCA probe fluorescence polarization. 330,000 tested, 0.41% active;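 active = percent inhibition above a cutoff equal to the mean of all tested compounds plus 3 SD, cut at about 15% in these data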;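 note: 0% = PAD4 with RCA probe and DMSO and 100% = probe without PAD4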
LYPLA1 inh – LYPLA1 (human) inhibition in PME1 counter-screen; O75608; recombinant LYPLA1, FP-Rh probe fluorescence polarization; inhibition, % at 5.9 µM; 320,000 tested, 0.16% active; AID 2174;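 active = inhibition above the mean of all tested compounds plus 3 SD, set per campaign, cut at about 14% in these data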;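 note: inhibitors block serine hydrolase probe labeling of LYPLA1 so polarization falls; 0% = enzyme with DMSO and 100% = wells lacking LYPLA1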
pPAFAH FP inh – pPAFAH (human) enzyme inhibition. Q13093. recombinant pPAFAH, FP-rhodamine probe fluorescence polarization. inhibition, % at 3.39 µM. 330,000 tested, 1.5% active;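 active = inhibition above the mean inhibition across the screen plus 3 SD, cut at about 25% in these data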;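 note: inhibitors block binding of the rhodamine activity-based probe so polarization drops; 0% = enzyme with DMSO and 100% = wells lacking pPAFAH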
Fam108B inh – Fam108B inhibition, counter-screen for RBBP9 inhibitors | recombinant Fam108B, FP-Rh probe fluorescence polarization | inhibition, % at 9.51 µM | 300,000 tested, 0.33% active | AID 1947;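 active = inhibition above the screen mean inhibition plus 3 SD, computed separately per campaign, cut at about 18% in these data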;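 note: inhibitors lower polarization as less probe binds the enzyme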
PAFAH2 inh – inhibitors of human PAFAH2 | recombinant PAFAH2, FP-rhodamine activity probe, fluorescence polarization | Q99487 | 340,000 tested, 0.99% active | inhibition, % at 3.39 µM;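 active = inhibition above the mean over all tested compounds plus 3 SD, cut at about 30% in these data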;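 note: inhibitors block probe labeling of enzyme so polarization drops; 0% = enzyme with DMSO and 100% = wells lacking PAFAH2 protein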
PME-1 inh – PME-1 (human) inhibition | Q9Y570 | recombinant PME-1, FP-Rh probe fluorescence polarization | inhibition, % at 5.9 µM | 320,000 tested, 0.53% active | AID 2130;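 active = inhibition above the campaign mean of all compounds plus 3 SD, cut at about 26% in these data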;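 note: competitive labeling of PME-1 active site by serine hydrolase directed probe; 0% = PME-1 with DMSO and 100% = wells lacking PME-1 enzyme; inhibitors block probe labeling so polarization falls and inhibition rises; many of its hits are not listed in these tables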
Target sequence (Q9Y570 whole entry, looked up): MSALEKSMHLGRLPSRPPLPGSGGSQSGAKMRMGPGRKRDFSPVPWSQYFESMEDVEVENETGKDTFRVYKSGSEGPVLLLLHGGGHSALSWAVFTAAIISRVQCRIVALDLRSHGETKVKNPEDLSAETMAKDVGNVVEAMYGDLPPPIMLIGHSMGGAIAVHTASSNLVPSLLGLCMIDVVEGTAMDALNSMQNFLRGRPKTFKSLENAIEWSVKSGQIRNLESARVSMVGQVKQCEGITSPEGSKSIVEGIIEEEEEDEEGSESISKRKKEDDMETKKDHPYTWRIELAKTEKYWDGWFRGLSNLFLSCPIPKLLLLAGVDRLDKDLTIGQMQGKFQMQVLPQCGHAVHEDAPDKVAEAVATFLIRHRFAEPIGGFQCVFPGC
PAFAH1B2 FP inh – PAFAH1B2 (human) inhibition; inhibition, % at 3.39 µM; 340,000 tested, 1.2% active; recombinant PAFAH1B2, FP-rhodamine activity probe, fluorescence polarization;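 active = inhibition above the mean of all tested compounds plus 3 SD, cut at about 24% in these data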;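 note: 0% = enzyme with DMSO and 100% = wells lacking PAFAH1B2; many of its hits are not listed in these tables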
GSTO1 counter – counter-screen for RBBP9 inhibitors: inhibitors of human GSTO1; 300,000 tested, 1.1% active; recombinant GSTO1, activity-based probe fluorescence polarization; inhibition, % at 5.96 µM; P78417;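 active = inhibition above the campaign mean inhibition plus 3 SD, cut at about 35% in these data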;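 note: 0% = GSTO1-1 with DMSO and 100% = wells lacking GSTO1-1 enzyme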
PAFAH1B3 FP inh – PAFAH1B3 (human) inhibition | Q15102 | 340,000 tested, 0.28% active | recombinant PAFAH1B3, FP-rhodamine probe, fluorescence polarization | AID 492972 | inhibition, % at 3.39 µM;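 active = inhibition above the screen-wide average of all tested compounds plus 3 SD, cut at about 25% in these data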;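 note: 0% = enzyme with DMSO only and 100% = wells lacking PAFAH1B3 protein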
Target sequence (Q15102 whole entry, looked up): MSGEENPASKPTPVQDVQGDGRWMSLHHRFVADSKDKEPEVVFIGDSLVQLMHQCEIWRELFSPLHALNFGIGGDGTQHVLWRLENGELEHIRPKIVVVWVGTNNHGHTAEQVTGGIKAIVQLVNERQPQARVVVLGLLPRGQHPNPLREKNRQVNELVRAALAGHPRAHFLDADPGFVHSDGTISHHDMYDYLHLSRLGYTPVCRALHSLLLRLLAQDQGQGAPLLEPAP
Active calls of the source: *; / = not tested or not shown. Not all compounds are listed, so the mix of outcomes need not match the whole.

SMILES	PAD4 FP inh	LYPLA1 inh	pPAFAH FP inh	Fam108B inh	PAFAH2 inh	PME-1 inh	PAFAH1B2 FP inh	GSTO1 counter	PAFAH1B3 FP inh
O=C(C[n+]1cccc(CNC(=O)c2ccc(OC(F)F)cc2)c1)Nc1ccccc1Cl	0	2	-7	5	-5	-1	1	6	1
CCOC(=O)c1c(NC(=O)Cn2c(C)nc3ccccc32)sc2c1CCC2	1	-4	1	0	4	3	-2	0	6
CCOC(=O)c1sc(NC(=O)c2ccc(S(=O)(=O)N3CCOCC3)cc2)nc1-c1ccccc1	2	-4	-4	-4	-2	-5	-4	-12	2
COc1ccc(OC)c(S(=O)(=O)n2nc(-c3ccccc3)cc2N)c1	1	1	3	2	0	6	-1	1	10
COc1ccc(N2C(=O)C(F)(F)C2c2cccc(F)c2)cc1 (centres undefined)	2	-2	7	2	1	2	-2	4	5
O=C(Cc1ccc(Cl)cc1Cl)Nc1ccncc1	1	-3	0	3	2	5	7	-16	8
O=C(N/N=C\c1ccc[nH]1)c1cncc(Br)c1	-3	0	4	-2	2	1	6	2	1
COc1ccc(S(=O)(=O)N(CC(=O)Nc2ccc(S(=O)(=O)N3CCOCC3)cc2)Cc2ccc(F)cc2)cc1	1	-21	-5	-12	-16	-7	5	-11	0
Fc1ccc(CNC(=S)Nc2ccccc2F)cc1	8	-3	-5	-1	4	1	8	3	10
COc1cccc(-c2nnc(NC(=O)c3ccc(S(=O)(=O)N(CC(C)C)CC(C)C)cc3)o2)c1	4	7	11	-5	-2	-3	-1	-16	-1
Cc1ccccc1NS(=O)(=O)c1nnc(NC(=O)CC(C)C)s1	-5	-4	6	5	4	-3	3	-4	2
COc1cccc(CNS(=O)(=O)c2cc3c(cc2C)NC(=O)CO3)c1	-1	-2	-4	6	-10	-3	0	1	1
O=C(O)CCSc1nc2ccccc2n1-c1ccccc1	-7	1	14	1	-11	4	5	-3	7
COc1ccc(C(=O)O/N=C(\N)c2ccc(Cl)cc2)cc1	0	-2	5	-1	24	-10	2	0	2
CCC(=O)Nc1ccc(S(=O)(=O)N2CCN(c3ccc(F)cc3)CC2)cc1	-1	1	7	1	2	3	-3	-6	3
Cc1c(C(=O)Nc2ccc(N3CCOCC3)cc2)oc2ccccc12	-1	5	6	1	-6	8	3	3	-2
O=C(c1ccc(Br)o1)N1CCN(c2ncccn2)CC1	-2	-4	-6	2	-7	6	-4	8	8
CCN(C(=O)COC(=O)CN1C(=O)c2ccccc2C1=O)c1ccccc1	-3	/	0	/	-4	/	4	/	3
Cc1cc(-c2ccccc2)n(-c2ccccc2)n1	-3	-1	7	2	1	-4	4	4	7
COC(=O)CSC1=C(C#N)C(c2ccc(C)cc2)C2=C(CCCC2=O)N1 (centres undefined)	-2	3	5	6	-6	0	-5	-14	4
Cc1cc(C)cc(NC(=O)C(OC(=O)c2sccc2C)c2ccccc2)c1 (centres undefined)	-1	5	-7	-24	-33	4	3	0	21
COc1ccc(/C=N/NC(=O)c2ccccc2Cl)cc1CSc1nc2ccccc2s1	-1	-15	-5	-20	-18	-19	-6	-11	-8

Part of the list above, set out differently.
| compound | PAD4 FP inh | LYPLA1 inh | pPAFAH FP inh | Fam108B inh | PAFAH2 inh | PME-1 inh | PAFAH1B2 FP inh | GSTO1 counter | PAFAH1B3 FP inh |
| --- | --- | --- | --- | --- | --- | --- | --- | --- | --- |
| O=C(C[n+]1cccc(CNC(=O)c2ccc(OC(F)F)cc2)c1)Nc1ccccc1Cl | 0 | 2 | -7 | 5 | -5 | -1 | 1 | 6 | 1 |
| CCOC(=O)c1c(NC(=O)Cn2c(C)nc3ccccc32)sc2c1CCC2 | 1 | -4 | 1 | 0 | 4 | 3 | -2 | 0 | 6 |
| CCOC(=O)c1sc(NC(=O)c2ccc(S(=O)(=O)N3CCOCC3)cc2)nc1-c1ccccc1 | 2 | -4 | -4 | -4 | -2 | -5 | -4 | -12 | 2 |
| COc1ccc(OC)c(S(=O)(=O)n2nc(-c3ccccc3)cc2N)c1 | 1 | 1 | 3 | 2 | 0 | 6 | -1 | 1 | 10 |
| COc1ccc(N2C(=O)C(F)(F)C2c2cccc(F)c2)cc1 (centres undefined) | 2 | -2 | 7 | 2 | 1 | 2 | -2 | 4 | 5 |
| O=C(Cc1ccc(Cl)cc1Cl)Nc1ccncc1 | 1 | -3 | 0 | 3 | 2 | 5 | 7 | -16 | 8 |
| O=C(N/N=C\c1ccc[nH]1)c1cncc(Br)c1 | -3 | 0 | 4 | -2 | 2 | 1 | 6 | 2 | 1 |
| COc1ccc(S(=O)(=O)N(CC(=O)Nc2ccc(S(=O)(=O)N3CCOCC3)cc2)Cc2ccc(F)cc2)cc1 | 1 | -21 | -5 | -12 | -16 | -7 | 5 | -11 | 0 |
| Fc1ccc(CNC(=S)Nc2ccccc2F)cc1 | 8 | -3 | -5 | -1 | 4 | 1 | 8 | 3 | 10 |
| COc1cccc(-c2nnc(NC(=O)c3ccc(S(=O)(=O)N(CC(C)C)CC(C)C)cc3)o2)c1 | 4 | 7 | 11 | -5 | -2 | -3 | -1 | -16 | -1 |
| Cc1ccccc1NS(=O)(=O)c1nnc(NC(=O)CC(C)C)s1 | -5 | -4 | 6 | 5 | 4 | -3 | 3 | -4 | 2 |
